ADAM10 inh: human ADAM10 inhibitors, primary screen, biochemical, QFRET, HTS. Disintegrin and metalloproteinase domain-containing protein 10 (Homo sapiens), O14672. recombinant ADAM10, EDANS/DABCYL FRET peptide cleavage, 3 h. inhibition, % at 7 µM. 0.62% of 370,000 active. AID 720582, 2013;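 active means inhibition above a per-campaign cutoff equal to the mean of compounds falling between control-based bounds plus 3 SD, cut at about 20% in these data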;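 further: 0% = DMSO wells while the 100% control is not disclosed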
FXN GAA850 act: FXN promoter activators, primary screen, cell-based, luciferase luminescence, HEK293 lucGAA850. activation, % at 6 µM. 0.56% of 360,000 active. HEK293 lucGAA850 FXN promoter luciferase reporter, 24 h; percent of 10 µM SAHA response;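 active means activation above the average of all compounds screened plus 3 SD, cutoff fixed separately per campaign, cut at about 7.5% in these data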;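 further: 0% = DMSO wells and 100% = 10 µM SAHA wells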
hgDAF12 agonist: H. glycines DAF-12 receptor agonists, primary screen, cell-based, luminescence, HEK293, GAL4 fusion, UAS-luciferase. HEK293 GAL4-hgDAF12 UAS-luciferase reporter, agonist luminescence; normalized to butyrate control. activation, % at 6.8 µM. 1.8% of 370,000 active. AID 687014, 2013;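 active means activation above a cutoff set at the mean of all screened compounds plus 3 SD, cut at about 10% in these data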;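 further: 0% = DMSO wells and 100% = sodium butyrate wells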
DAX1 inh-1: DAX1 (NR0B1) inhibitors, primary screen, cell-based, HEK293, Gal4-DAX1, luciferase luminescence. Nuclear receptor subfamily 0 group B member 1 (Homo sapiens), P51843. HEK293 Gal4-DAX1 luciferase reporter. inhibition, % at 6.75 µM. 0.99% of 340,000 active. AID 504766, 2011;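 active means inhibition above the mean over all tested compounds plus 3 SD, cut at about 4.2% in these data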;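 further: 0% = DAX1-transfected cells with DMSO and 100% = empty-vector control cells with DMSO; inhibition shows as a rise in luminescence from relieved DAX1 repression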
Target sequence (P51843 207-470 limits assumed): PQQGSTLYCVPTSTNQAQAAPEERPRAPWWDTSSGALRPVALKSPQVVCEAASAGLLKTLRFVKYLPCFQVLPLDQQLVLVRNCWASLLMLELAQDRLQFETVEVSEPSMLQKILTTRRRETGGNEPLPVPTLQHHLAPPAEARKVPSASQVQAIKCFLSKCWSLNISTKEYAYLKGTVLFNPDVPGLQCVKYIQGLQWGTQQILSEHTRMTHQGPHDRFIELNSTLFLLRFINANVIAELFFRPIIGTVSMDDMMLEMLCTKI
sPLA2-III inh: human group III sPLA2 inhibitors, primary screen, biochemical, QFRET, BODIPY PC-A2 liposome substrate | AID 743126, 2013 | Group 3 secretory phospholipase A2 (Homo sapiens), Q9NZ20 | 0.56% of 370,000 active | QFRET BODIPY PC-A2 liposome hydrolysis, fluorescence | inhibition, % at 12.2 µM;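 active means inhibition above mean plus 3 SD of compounds lying within the high and low control bounds, cut at about 19% in these data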;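 further: 0% = median of test compound wells and 100% = no enzyme DMSO wells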
Target sequence (Q9NZ20 whole entry, looked up): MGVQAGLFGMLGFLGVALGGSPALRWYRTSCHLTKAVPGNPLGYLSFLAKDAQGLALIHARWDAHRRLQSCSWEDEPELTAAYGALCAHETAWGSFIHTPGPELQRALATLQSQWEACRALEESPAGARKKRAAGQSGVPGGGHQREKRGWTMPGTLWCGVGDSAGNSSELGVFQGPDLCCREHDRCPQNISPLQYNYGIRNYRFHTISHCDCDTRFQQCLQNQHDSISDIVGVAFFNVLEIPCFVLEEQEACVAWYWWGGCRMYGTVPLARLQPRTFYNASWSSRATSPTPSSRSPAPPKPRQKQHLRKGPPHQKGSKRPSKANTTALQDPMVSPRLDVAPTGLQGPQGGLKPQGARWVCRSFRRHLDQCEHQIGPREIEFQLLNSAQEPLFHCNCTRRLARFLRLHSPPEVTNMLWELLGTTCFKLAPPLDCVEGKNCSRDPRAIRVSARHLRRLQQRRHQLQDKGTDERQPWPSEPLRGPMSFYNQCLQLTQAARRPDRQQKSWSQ
DAX1 inh-2: DAX1 (NR0B1) inhibitors on StAR promoter, primary screen, cell-based, luminescence, SF-1 (NR5A1), full-length DAX-1 | HEK293T StAR-luciferase reporter, SF-1/DAX-1 repression relief | inhibition, % at 6.8 µM | 1.1% of 370,000 active | AID 652010, 2013;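 active means inhibition above the mean over all tested compounds plus 3 SD, cut at about 3.6% in these data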;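 further: 0% = DAX-1 cells with DMSO and 100% = cells lacking DAX-1 with DMSO; higher inhibition means more luminescence from relief of DAX-1 repression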
hcDAF-12 act: H. contortus DAF-12 nuclear receptor activators, primary screen, cell-based, luminescence, HEK293, lit1-tk-luc reporter; HEK293 hcDAF-12 lit1-tk-luc reporter; 0% DMSO, 100% Δ7-dafachronic acid; activation, % at 6.8 µM; 1.4% of 370,000 active;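 active means activation above the mean of all tested compounds plus 3 SD, cut at about 5.5% in these data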;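 further: 100% = response to 3 µM Δ7-dafachronic acid high control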
ssDAF12 agonist: S. stercoralis DAF-12 nuclear receptor activators, primary screen, cell-based, luminescence, HEK293, GRIP1 co-expression, lit1-tk-luc. Nuclear hormone receptor DAF-12 (Strongyloides stercoralis). HEK293 ssDAF-12/GRIP1 lit1-tk-luc reporter; % of 3 µM dafachronic acid response. activation, % at 6.8 µM. 1% of 370,000 active. AID 652126, 2013;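 active means activation above the mean over all tested compounds plus 3 SD, cut at about 0.9% in these data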;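 further: 0% = DMSO-only wells and 100% = 3 µM delta7-dafachronic acid wells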
SMARCA2 activ: SMARCA2 (BRM) function activators, primary screen, cell-based, luminescence, high throughput. 1% of 370,000 active. activation, % at 9.1 µM. MG213 cells, MMTV-luciferase reporter, dexamethasone, overnight; in the data active means activation above about 7.8%;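 further: 0% = vehicle wells and 100% = reference activator wells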
NPR2 activator: human GC-B receptor activators, primary screen, HEK293 GC-B cells, cGMP TR-FRET, EC30 CNP. Atrial natriuretic peptide receptor 2 (Homo sapiens), P20594. 0.11% of 370,000 active. 0% at EC30 CNP, 100% saturating CNP. AID 1920062, 2024. activation, % at 10 µM;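 active means activation at 10 µM reaching about 35% in either raw or pattern-adjusted values, limit read from the data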
NPR1 activator: GC-A stimulated cGMP production enhancers – HEK293 GC-A cells, cGMP TR-FRET, EC30 ANP, primary screen; Atrial natriuretic peptide receptor 1 (Homo sapiens), P16066; activation, % at 10 µM; 0.14% of 370,000 active; AID 1671463, 2021; 0% at EC30 ANP, 100% saturating ANP; in the data active means activation above about 40%
* = called active by the depositor; i = inactive; nt = no result given.

SMILES	ADAM10 inh	FXN GAA850 act	hgDAF12 agonist	DAX1 inh-1	sPLA2-III inh	DAX1 inh-2	hcDAF-12 act	ssDAF12 agonist	SMARCA2 activ	NPR2 activator	NPR1 activator
CCCC(=O)Nc1ccc(C(=O)Nc2cccc(OC)c2)cc1	-7.5	1.7	4.6	3.1	3.0	0.1	4.9	-1.8	1.0	4.8	-0.8
Cc1nsc(N)c1C(=O)O	10.0	1.4	1.7	-0.7	2.0	-0.1	-0.5	-1.8	1.3	-0.9	2.1
CCOC(=O)C(NC(C)=O)(NC(C)C)C(F)(F)F (stereo unspecified)	-0.4	-0.6	-0.4	1.2	0.4	0.6	0.9	-0.9	-1.2	2.3	0.1
Cc1nc2n(c(=O)c1CCN1CCC(c3noc4cc(F)ccc34)CC1)CCCC2	-8.8	-1.0	-3.5	-0.5	-4.6	-0.3	-3.0	-1.0	-1.1	-1.8	1.2
O=C(NNC(=O)c1ccncc1)NC1CCCCC1	-9.8	0.8	1.4	4.8*	-0.1	0.4	-1.3	-1.6	-3.6	-4.5	-0.3
COC(CN1C(=O)C(O)=C(C(C)=O)C1c1ccccn1)OC (stereo unspecified)	-0.7	-0.2	0.1	-0.1	-2.3	-0.8	-1.6	-0.8	-4.3	1.2	1.9
CCOC(=O)COc1ccc(C(=O)c2ccccc2)c(O)c1	-0.1	-4.0	0.9	1.3	-1.6	0.4	-2.3	-0.9	-1.8	5.2	3.5
Cc1ccc(CN2CCNC(=O)C2CC(=O)N(C)CCc2ccccc2)cc1 (stereo unspecified)	-7.1	-1.7	-0.1	0.1	-6.0	-0.7	-1.4	-0.2	2.2	-3.9	-4.9
O=C(NCCNc1nccc(C(F)(F)F)n1)c1cccs1	6.0	2.1	0.0	-1.4	-0.3	-0.3	-1.3	-1.4	2.1	0.9	3.5
FC(F)(F)c1nnc2sc(-c3cccs3)nn12	-12.6	1.3	-1.2	-0.5	8.8	0.3	-1.2	-0.8	3.3	3.1	0.1
COC(=O)C[C@@H]1CC[C@@H](NC(=O)Nc2cc(F)ccc2F)[C@@H](CO)O1	-9.1	nt	-0.5	nt	1.5	-0.5	-1.6	-0.1	-5.2	4.6	2.7
CCn1nc(NC(=O)c2ccncc2)c2cc3cc(C)ccc3nc21	-14.2	0.0	5.3	-0.6	2.4	-0.1	-0.3	-1.1	-1.1	-16.4	-9.4
O=C(CCCCn1c(=O)c2ccccc2n(CC(=O)Nc2ccccc2)c1=O)NCc1ccco1	-0.7	-1.2	-0.7	-0.4	-12.8	-0.3	-1.2	-1.4	1.2	-4.3	-0.8
O=C(COc1ccc(F)cc1F)NNC(=O)Nc1cccc([N+](=O)[O-])c1	0.8	0.5	0.3	0.9	-15.9	1.1	0.3	-0.3	0.4	1.2	-2.3
COCCNC(=O)c1cccc2c(-c3cccc(C(N)=O)c3)coc12	2.5	2.4	5.0	nt	-2.1	-1.5	-1.1	-0.9	4.8	12.6	7.2
Cc1ccc(NC(=O)CN(C)C(=O)c2cccc(-n3cccc3)c2)cc1	5.3	0.1	-1.2	0.1	-17.9	0.9	-0.3	-1.1	5.7	13.2	4.5
O=C(CN1C(=O)NC2(CCCCCCC2)C1=O)NC(=O)NCc1ccco1	3.8	-0.5	-0.8	0.3	-2.5	-0.7	-0.2	-0.9	-0.9	6.4	-2.1
Cc1ccc(-c2nc(CN(C)C3CCOC3)c(C)o2)s1 (stereo unspecified)	-12.4	0.5	1.3	3.3	0.6	1.4	0.4	-0.8	-0.8	6.1	4.4
CSc1ncccc1C(=O)OCC(=O)NC1CCCC1	-5.1	1.0	3.4	0.6	9.3	2.9	-1.4	-1.0	8.6*	3.3	0.7
CCc1ccc(/C=C2\SC(=S)N(CCCC(=O)N(CCO)c3ccccc3)C2=O)cc1	12.1	-7.1	-5.5	-0.5	-9.4	-0.4	-4.1	-2.6	-10.6	-4.7	-3.6

The final three compounds of the part before open the next one.
SMILES	ADAM10 inh	FXN GAA850 act	hgDAF12 agonist	DAX1 inh-1	sPLA2-III inh	DAX1 inh-2	hcDAF-12 act	ssDAF12 agonist	SMARCA2 activ	NPR2 activator	NPR1 activator
Cc1ccc(-c2nc(CN(C)C3CCOC3)c(C)o2)s1 (stereo unspecified)	-12.4	0.5	1.3	3.3	0.6	1.4	0.4	-0.8	-0.8	6.1	4.4
CSc1ncccc1C(=O)OCC(=O)NC1CCCC1	-5.1	1.0	3.4	0.6	9.3	2.9	-1.4	-1.0	8.6*	3.3	0.7
CCc1ccc(/C=C2\SC(=S)N(CCCC(=O)N(CCO)c3ccccc3)C2=O)cc1	12.1	-7.1	-5.5	-0.5	-9.4	-0.4	-4.1	-2.6	-10.6	-4.7	-3.6
Cc1nc2cc(NS(=O)(=O)c3ccccc3F)ccc2s1	-3.0	0.9	-0.8	1.9	4.1	1.1	-0.4	-1.4	-4.1	4.8	-1.6
O=C(c1ccncc1)c1ccc(N2CCN(C3CC(=O)N(Cc4ccccc4)C3=O)CC2)cc1 (stereo unspecified)	11.6	-4.3	-3.7	-2.2	-7.3	-2.4	-3.7	-1.8	-1.0	-6.5	-0.3
Cc1cc(S(=O)(=O)N2CCOCC2)ccc1OCC(=O)N1CCCCC1	9.0	-1.1	1.2	0.5	3.6	-0.1	-0.2	-1.0	-3.4	-2.5	-6.0
O=C(NC(=S)Nc1ccc(N2CCOCC2)cc1)c1cccs1	4.9	4.9	12.1*	3.0	11.1	4.0*	3.6	0.6	3.6	-3.1	1.4
CN(Cc1cccc(Cl)c1)C(=O)C1CCC(=O)N(C2CC2)C1 (stereo unspecified)	0.2	-1.3	-0.3	1.0	2.0	0.3	-0.2	0.1	2.4	0.5	-3.2
CCCN(Cc1nc2cc(Cl)ccc2c(=O)[nH]1)C(=O)c1ccc(S(=O)(=O)N2CCCC2)cc1	-8.2	0.0	-0.8	-0.6	10.0	-0.6	-0.3	-1.4	-2.5	-5.2	-3.1
Cn1c(=O)c2ccccc2n(Cc2cccc(F)c2)c1=O	-10.3	2.0	-2.0	-0.6	8.7	-0.3	-2.3	-1.9	-3.5	9.2	-6.6
CCOC(=O)Cc1csc(NC(=O)Nc2cccc(OC)c2)n1	1.5	1.5	-0.1	-1.0	-10.4	-0.5	-2.6	-1.6	-1.6	3.6	6.6
O=C(CCNC(=O)c1ccc([N+](=O)[O-])cc1)NCc1cccs1	-1.2	-0.4	-0.6	0.6	-5.7	-0.5	-0.7	-0.8	0.1	-3.4	2.1
COc1ccccc1C(=O)NC(CCSC)C(=O)NNC(=O)c1ccc(F)cc1 (stereo unspecified)	-18.3	0.4	-1.3	-0.5	-6.2	-1.4	-0.5	-0.9	3.8	-1.1	0.8
CCn1cc(CN2CCC(C(=O)Nc3cccc(-c4cccc(OC)c4)c3)CC2)c(C)n1	-4.3	-2.5	3.4	0.4	5.8	-0.6	3.8	-0.6	1.1	-2.2	4.0
O=c1[nH]c2cc3c(cc2cc1C(c1nnnn1CC1CCCO1)N1CCCC1)OCO3 (stereo unspecified)	i	1.5	3.1	-0.4	8.9	-0.8	-1.1	-0.8	-1.6	0.2	-5.2
CCSc1nc2ccc(N3C(=O)C4C5C=CC(C5)C4C3=O)cc2s1 (stereo unspecified)	1.8	4.2	2.7	-0.8	-7.4	0.6	1.2	-1.2	3.4	2.2	0.5
NC(=O)Nc1ccc(Oc2c(F)c(F)c(F)c(F)c2F)cc1	10.1	3.3	0.3	-0.2	0.3	-0.2	-1.0	-0.8	-1.4	-7.6	5.6
O=C(c1n[nH]c2ccccc12)N1CCN(S(=O)(=O)c2ccc3ccccc3c2)CC1	0.0	0.6	-2.5	0.7	-5.7	-0.2	-0.2	-0.3	-1.9	-4.3	-13.4
COc1ccc(CN2CC(C(=O)NCC3CCCO3)CC2=O)cc1 (stereo unspecified)	-3.6	-0.2	-2.1	0.1	-2.3	-0.3	-0.6	-1.1	-0.9	6.5	0.7
CC(=O)Nc1c([N+](=O)[O-])cc(C)c(Cl)c1[N+](=O)[O-]	-1.9	-1.4	-0.5	-0.5	-0.3	-0.6	-1.2	-1.4	1.9	-0.4	-1.6
COCCCn1c(C(C)C)nc2oc3cc(OC)ccc3c(=O)c2c1=O	-0.9	-4.8	-1.6	2.8	5.3	-0.8	0.1	-1.0	-3.9	0.7	-3.3
CC(C)Oc1ccc(N2CC(C(=O)Nc3ccc(N4CCOCC4)cc3)CC2=O)cc1 (stereo unspecified)	2.9	0.5	1.6	1.0	-3.5	0.4	-0.4	-1.0	-1.3	-7.2	-5.7
CCCc1cc(=O)oc2cc(C)cc(OCC(=O)N[C@@H](CSCc3ccccc3)C(=O)O)c12	-479.9	-1.5	0.5	-0.7	-27.4	-0.2	0.4	-1.6	-0.6	-3.6	-1.8
CN1C(=O)CC(NNC(=O)c2ccccc2)C1=O (stereo unspecified)	0.8	0.2	0.8	0.5	9.2	0.2	-0.7	-0.2	-3.2	1.8	1.9
Cc1ccccc1CSCCNC(=O)CCSc1ccccc1	4.9	2.2	-1.0	0.0	-5.0	-0.7	0.2	-1.3	-3.7	-2.9	6.4
CCN(CC)Cc1c(O)ccc2occ(C(=O)c3ccc(OC)cc3)c12	6.7	1.3	1.1	-0.9	-13.7	-0.1	-0.6	-1.2	2.9	-7.6	-2.2
N#C/C(=C\c1ccc(N2CCCCC2)o1)C(N)=O	-8.5	0.6	3.4	-1.1	-13.4	-0.4	1.1	-1.4	-0.9	-11.9	-16.1
COCCCn1c(=O)c2sccc2n2c(CCCC(=O)NCc3ccccc3)nnc12	-0.1	2.2	-2.3	-0.7	-0.2	-0.1	0.5	-1.5	-2.6	-9.1	0.9
Cc1ccc(NC(=O)c2ccc(S(=O)(=O)N3CC(C)CC(C)C3)cc2)cc1S(=O)(=O)N1CCOCC1 (stereo unspecified)	-8.2	0.3	0.0	-0.3	-6.9	-1.0	-1.8	-1.3	-0.7	3.3	0.1
COc1ccc(CCNC(=O)CCc2ccc(S(=O)(=O)NCC(C)C)cc2)cc1	0.5	-0.8	-1.2	-1.6	-0.9	-0.8	-2.9	-1.6	-3.6	-0.7	-3.3
COC(=O)C1(Cc2cc(-c3ccc(OC)cc3OC)no2)CCN(C(=O)OC(C)(C)C)CC1	2.4	-1.4	0.1	-1.5	-21.9	-0.9	-2.3	-1.9	-0.3	-0.2	-1.1
